# Screening data as filed in PubChem.
# BAZ2B inh = blocks human BAZ2B. AlphaScreen BAZ2B-H3K14Ac peptide displacement. Potency, µM (series often up to 114 µM), for inactives: at the top dose activity change, negative = inhibition, actives largely listed as inhibitors. 360,000 compounds, 4.4% hits. AID 504333; note: potency is the fitted concentration of half-maximal effect; nearly all actives have a fitted effect of over 60% in size
#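 In this displacement format the biotinylated H3(5-23) peptide acetylated at Lys14 serves as ligand at 50 nM, with BAZ2B at 50 nM in PBS pH 7.4 containing 0.01% Tween-20. Donor and acceptor beads are 10 ug/mL final.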
# Pol eta inh = inhibitors of human DNA polymerase eta. 390,000 compounds, 1.2% hits. Q9Y253. AID 588591. Potency, µM (titrated, usually from 114 µM), inactives show top-dose activity change, negative = inhibition, actives largely listed as inhibitors. recombinant Pol eta, fluorescent DNA replication assay; note: potency is the fitted concentration of half-maximal effect
#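 Fluorescent replication assay: 50 nM final substrate added after a 15 min room-temperature compound preincubation with 10 nM enzyme. Signal taken at 0 min and again at 10 min.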
# G9a block = inhibitors of human histone lysine methyltransferase G9a. Q96KQ7. G9a H3K9 monomethylation, AlphaScreen, 2 h. Potency, µM (titrated, usually from 102 µM), for inactives: top-dose activity, negative = inhibition, hits mostly inhibitors. 350,000 compounds, 8.8% hits; note: potency is the fitted concentration of half-maximal effect; nearly all actives have a fitted effect of over 75% in size
# Target sequence (Q96KQ7 913-1193 limits assumed): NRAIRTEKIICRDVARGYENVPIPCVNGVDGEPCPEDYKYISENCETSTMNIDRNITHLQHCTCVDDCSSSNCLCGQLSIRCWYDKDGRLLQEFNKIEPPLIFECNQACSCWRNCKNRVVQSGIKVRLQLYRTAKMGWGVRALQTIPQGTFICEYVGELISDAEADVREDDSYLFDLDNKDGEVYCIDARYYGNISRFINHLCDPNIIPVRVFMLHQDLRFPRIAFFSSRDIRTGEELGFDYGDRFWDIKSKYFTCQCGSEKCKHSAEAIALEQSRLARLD
#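 Readings reflect AlphaScreen signal from monomethyl-H3K9 antibody detection. HMT at 20 nM; substrate b-H3K9 500 nM; cofactor SAM 20 uM; 2 h RT reaction; compounds tested as titrations in qHTS with 15 min preincubation.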
# GLS inhibitor = blocks human kidney-isoform glutaminase activity; O94925; GLS enzymatic activity, qHTS titration; Potency, µM (series often up to 45.5 µM), for inactives: at the highest dose activity change, negative = inhibition, usual class: inhibitors; 410,000 compounds, 0.21% hits; note: potency is the fitted concentration of half-maximal effect
#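 Assay buffer: 45 mM KH2PO4 pH 8.2, 0.02% Tween-20. hKGA acts on L-glutamine (1 mM solution added); product glutamate is reported by an oxidase/peroxidase Amplex Red coupling, with fluorescence taken at baseline and 30 min.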
# PI4K2A inh = blocks human PI4K2A kinase activity; activity change, negative = inhibition, % at 76.9 µM; 420,000 compounds, 0.13% hits; purified PI4K2A, ADP-Glo luminescence, 1 h; stronger effect = lower value; Q9BTU6; in the data active = activity change below about -50%; inconclusive = mostly about -30% to -49%;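 note: -100% = wells without enzyme as full effect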
# Target sequence (Q9BTU6 whole entry, looked up): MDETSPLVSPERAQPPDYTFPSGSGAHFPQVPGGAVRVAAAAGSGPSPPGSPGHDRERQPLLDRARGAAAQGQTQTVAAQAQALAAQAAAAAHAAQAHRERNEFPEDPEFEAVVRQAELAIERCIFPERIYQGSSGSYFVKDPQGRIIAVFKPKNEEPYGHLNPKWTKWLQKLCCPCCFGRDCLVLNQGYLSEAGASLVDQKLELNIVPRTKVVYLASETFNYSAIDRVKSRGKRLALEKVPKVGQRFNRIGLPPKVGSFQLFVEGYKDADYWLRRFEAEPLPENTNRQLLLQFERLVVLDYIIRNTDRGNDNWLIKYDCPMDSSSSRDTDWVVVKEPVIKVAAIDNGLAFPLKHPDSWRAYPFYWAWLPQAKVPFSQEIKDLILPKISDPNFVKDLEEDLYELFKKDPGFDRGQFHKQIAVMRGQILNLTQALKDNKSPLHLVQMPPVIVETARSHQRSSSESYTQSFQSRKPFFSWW
#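 ADP-Glo luminescence measured ADP generated by PI4K2A enzyme (4 ug/mL before mixing) with 1.2 mM PI substrate (pre-mix) and 300 microM ATP (pre-mix). Tris pH7.5 buffer with MgCl2, Triton X-100; 1 h reaction at ambient temperature.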
# * marks the source's active call; other numbers are inactive results; u = inconclusive; x = no result given; & = joins results of further samples; [ ] = remark or other dose. Unless noted, calls come from the whole dose curve; as a rule, active = well fitted curve in the direction sought with a large enough effect; inconclusive = small, poorly fitted or top-dose-only effect, or another doubt; inactive = no such curve, though single readings can be large; an effect the other way counts as inactive or inconclusive. Unless noted, % is set by controls: 0 for no effect and ±100 for the full control effect. This is a subset, so the mix of outcomes need not match the whole.
BAZ2B inh	Pol eta inh	G9a block	GLS inhibitor	PI4K2A inh	compound
x	x	2%[59 µM]	x	x	NC(=O)c1ccc(-c2nc(-c3ccc4c(c3)OCO4)c(-c3ccccn3)[nH]2)cc1
x	x	20%[21.5 µM]	x	x	C[C@@H]1[C@H](C)CC[C@@]2(C(=O)O[C@H]3O[C@@H](CO[C@H]4O[C@@H](CO)[C@@H](O[C@H]5O[C@@H](C)[C@@H](O)[C@@H](O)[C@@H]5O)[C@@H](O)[C@@H]4O)[C@@H](O)[C@@H](O)[C@@H]3O)CC[C@]3(C)C(=CC[C@H]4[C@@]5(C)C[C@@H](O)[C@@H](O)[C@](C)(CO)[C@@H]5CC[C@@]43C)[C@@H]12
x	x	u	x	x	CCc1cc(-c2n[nH]c(C)c2-c2ccc3c(c2)OCCO3)c(O)cc1O
x	x	22%[21.5 µM]	x	x	C[C@@H](Cc1cccc(C(F)(F)F)c1)NCCOC(=O)c1ccccc1
x	x	-33%[2.33 µM]	x	x	COc1ccc(-c2oc3c(CC=C(C)C)c(O[C@H]4OC(CO)C(O)C(O)C4O)cc(O)c3c(=O)c2O[C@@H]2OC(C)C(O)C(O)C2O)cc1 (stereo partly drawn)
x	x	x	1%	x	CO/N=C(\C(=O)N[C@@H]1C(=O)N2C(C(=O)O)=C(Cn3nnc(C)n3)CS[C@H]12)c1csc(N)n1
x	x	x	0%	x	CCCCCCCCCCCCCCCC(=O)O[C@@H]1CC(C)=C(\C=C/C(C)=C\C=C/C(C)=C\C=C\C=C(C)\C=C\C=C(C)\C=C\C2=C(C)C[C@@H](OC(=O)CCCCCCCCCCCCCCC)CC2(C)C)C(C)(C)C1
-31%	x	u	x	x	Cc1cc(O)c2c(c1)C(=O)c1cccc(O)c1C2=O
-15%	x	17%[59 µM]	x	x	CC(=O)O[C@@]12CO[C@@H]1C[C@H](O)[C@@]1(C)C(=O)[C@H](O)C3=C(C)[C@@H](OC(=O)[C@H](O)[C@@H](NC(=O)OC(C)(C)C)c4ccccc4)C[C@](O)([C@@H](OC(=O)c4ccccc4)[C@H]21)C3(C)C
x	-6%[57.1 µM]	37%[12.7 µM]	x	x	CC(=O)O[C@]1(C(C)=O)CC[C@H]2C3C=C(Cl)C4=CC(=O)[C@@H]5C[C@H]5[C@]4(C)C3CC[C@@]21C (stereo partly drawn)
x	x	8%[59 µM]	-16%	x	CC1(C)OC2CC(=O)OC[C@@]23C1CC(=O)[C@]1(C)C3CC[C@@]2(C)C(c3ccoc3)OC(=O)C3O[C@@]321 (stereo partly drawn)
x	x	16%[21.5 µM]	0%	x	CN(C)CCO[C@](C)(c1ccccc1)c1ccccn1
x	x	-30%[12.7 µM]	5%	x	CCCN(CCC)C(=O)[C@@H](CCC(=O)O)NC(=O)c1ccccc1
x	x	-26%[2.33 µM]	4%	x	CC[C@@]12CCCN3CCc4c(n(c5ccccc45)[C@](O)(C(=O)OC)C1)C32 (stereo partly drawn)
x	x	-49%[2.33 µM]	14%	x	O=C(OC1C[C@@H]2CC3C[C@H](C1)N2CC3=O)c1c[nH]c2ccccc12 (stereo partly drawn)
x	x	25%[21.5 µM]	-15%[20 µM]	x	C[C@H]1C[C@@H]2[C@H]3CCC4=CC(=O)C=C[C@@]4(C)[C@@]3(Cl)[C@@H](O)C[C@]2(C)[C@]1(OC(=O)c1ccco1)C(=O)CCl
x	x	13%[21.5 µM]	3%[20 µM]	x	CCN(CCCCOC(=O)c1ccc(OC)c(OC)c1)[C@@H](C)Cc1ccc(OC)cc1
x	x	20%[59 µM]	-2%	x	Cc1cn([C@H]2C[C@H](O)[C@@H](CO)O2)c(=O)[nH]c1=O
x	x	26%[21.5 µM]	9%[20 µM]	x	COc1ccc([C@@H]2CNC(=O)C2)cc1OC1CCCC1
x	x	-34%[12.7 µM]	-4%&-3%	x	CCn1cc(C(=O)O)c(=O)c2cc(F)c(N3CCN[C@@H](C)C3)c(F)c21
x	x	-27%[12.7 µM]	4%	x	CCCC(=O)O[C@]1(C(=O)CCl)[C@H](C)C[C@@H]2[C@H]3CCC4=CC(=O)C=C[C@]4(C)[C@@]3(F)C(=O)C[C@@]21C
x	x	26%[21.5 µM]	-4%[20 µM]	x	C[C@H](CCC(=O)O)[C@H]1CC[C@@H]2[C@@H]3[C@@H](O)C[C@H]4C[C@@H](O)CC[C@@]4(C)[C@H]3CC[C@@]21C
x	x	22%[21.5 µM]	5%[20 µM]	x	COc1c(O)cc2c(c1O)[C@@H]1O[C@@H](CO)[C@@H](O)[C@@H](O)[C@@H]1OC2=O
x	x	30%[59 µM]	10%	x	OCCOCCOCCO
x	x	1%[12.7 µM]	-3%&-9%	x	CC1(C)Oc2ccc(C#N)cc2[C@H](N2CCCC2=O)[C@H]1O

# Single records, as listed above:
# `CCCN(CCC)C(=O)[C@@H](CCC(=O)O)NC(=O)c1ccccc1` is entered as BAZ2B inh: x; Pol eta inh: x; G9a block: -30%[12.7 µM]; GLS inhibitor: 5%; PI4K2A inh: x
# `COc1c(O)cc2c(c1O)[C@@H]1O[C@@H](CO)[C@@H](O)[C@@H](O)[C@@H]1OC2=O` is entered as BAZ2B inh: x; Pol eta inh: x; G9a block: 22%[21.5 µM]; GLS inhibitor: 5%[20 µM]; PI4K2A inh: x
# `CO/N=C(\C(=O)N[C@@H]1C(=O)N2C(C(=O)O)=C(Cn3nnc(C)n3)CS[C@H]12)c1csc(N)n1` is entered as BAZ2B inh: x; Pol eta inh: x; G9a block: x; GLS inhibitor: 1%; PI4K2A inh: x

# (list continues)
BAZ2B inh	Pol eta inh	G9a block	GLS inhibitor	PI4K2A inh	compound
x	x	-1%[5.15 µM]	u	x	O=C(O)[C@@H]1[C@@H]2C[C@H]3c4[nH]c5ccccc5c4CCN3C[C@@H]2CC[C@@H]1O
x	x	x	x	-1	CC(C)(C)CC(=O)OCC(=O)[C@@]1(O)CC[C@H]2[C@@H]3CCC4=CC(=O)C=C[C@]4(C)[C@H]3[C@@H](O)C[C@@]21C
x	x	x	x	0	CCCc1ncc(C(=O)O)s1
x	x	x	x	-1	Cc1cnc(NS(=O)(=O)c2ccc(N)cc2)nc1
x	x	x	x	-2	CCC(C)n1ncn(-c2ccc(N3CCN(c4ccc(OC[C@H]5CO[C@](Cn6cncn6)(c6ccc(Cl)cc6Cl)O5)cc4)CC3)cc2)c1=O (stereo partly drawn)
x	x	x	x	-1	CCCC(=O)Nc1ccc(O)c(C(C)=O)c1
x	x	x	x	-1	CC(=O)O[C@@]12CO[C@@H]1C[C@H](O)[C@@]1(C)C(=O)[C@H](O)C3=C(C)[C@@H](OC(=O)[C@H](O)[C@@H](NC(=O)OC(C)(C)C)c4ccccc4)C[C@@](O)([C@@H](OC(=O)c4ccccc4)[C@H]21)C3(C)C
x	x	x	x	-3&-5&-6	C[C@@H]1CC(=O)NN=C1c1ccc(NN=C(C#N)C#N)cc1
x	x	x	x	0	O=C(O)c1c(O)c(-c2ccccc2)nc2ccccc12
x	x	x	x	-3	N#C/C(=C1\SCC(c2ccccc2Cl)S1)n1ccnc1 (stereo not drawn)
x	x	x	x	-2	COC(=O)/C=C(/C)N
x	x	x	x	0	COc1cccc2c(NCc3ccccc3)nc(-n3c(N)nc4ccccc43)nc12
x	x	x	x	4	COC(=O)Nc1nc2ccc(C(=O)C3CC3)cc2[nH]1
x	x	x	x	-2	C=CC(=O)Nc1cc2c(Nc3ccc(F)c(Cl)c3)ncnc2cc1OCCCN1CCOCC1
x	x	x	x	-2	CCCCC(=O)O[C@]1(C(=O)CO)[C@@H](C)C[C@H]2[C@@H]3CCC4=CC(=O)C=C[C@]4(C)[C@@]3(F)[C@@H](O)C[C@@]21C
x	x	x	x	-1	COC(c1ccccc1)(c1ccccc1)[C@H](Oc1nc(C)cc(C)n1)C(=O)O
x	x	x	x	0	CCC(=O)O[C@]1(C(=O)COC)[C@@H](C)C[C@H]2[C@@H]3CCC4=CC(=O)C=C[C@]4(C)C3(F)[C@@H](O)C[C@@]21C (stereo partly drawn)
x	x	x	x	-18	O=C(NC1CCC1)c1ccc(C#Cc2cccc(F)c2)nc1
x	x	x	x	-1	CCOc1c(N2CCOCC2)cnn(C)c1=O
x	x	x	x	-2	CCn1c(=O)c2c(nc(C=Cc3ccc(OC)c(OC)c3)n2C)n(CC)c1=O
x	x	x	x	0	CCOCCOC(=O)/C=C/c1ccc(OC)cc1
x	x	x	6%	-9	Cc1ccc(-n2nc(C(C)(C)C)cc2NC(=O)Nc2ccc(OCCN3CCOCC3)c3ccccc23)cc1
x	x	x	8%	-2&7	Cc1ccc(Nc2c(F)cccc2Cl)c(CC(=O)O)c1
x	x	x	-1%	0	Cc1cccc(C)c1NC(=O)c1cc(S(N)(=O)=O)c(Cl)cc1O
x	x	x	-1%	0	CN1C(=O)CC(C)(c2ccccc2)C1=O (stereo not drawn)

# Gathered by group, the entries above with a furan ring, fused or not
BAZ2B inh	Pol eta inh	G9a block	GLS inhibitor	PI4K2A inh	compound
x	x	8%[59 µM]	-16%	x	CC1(C)OC2CC(=O)OC[C@@]23C1CC(=O)[C@]1(C)C3CC[C@@]2(C)C(c3ccoc3)OC(=O)C3O[C@@]321 (stereo partly drawn)
x	x	25%[21.5 µM]	-15%[20 µM]	x	C[C@H]1C[C@@H]2[C@H]3CCC4=CC(=O)C=C[C@@]4(C)[C@@]3(Cl)[C@@H](O)C[C@]2(C)[C@]1(OC(=O)c1ccco1)C(=O)CCl

# Following part:
BAZ2B inh	Pol eta inh	G9a block	GLS inhibitor	PI4K2A inh	compound
-13%	x	-8%[59 µM]	x	-3	C[C@@H]1C[C@H]2[C@@H]3C[C@H](F)C4=CC(=O)C(Cl)=C[C@]4(C)[C@@]3(F)[C@@H](O)C[C@]2(C)[C@@]1(O)C(=O)CO
x	x	23%[59 µM]	-14%	-3	CC(C)(CO)[C@@H](O)C(=O)NCCCO
x	x	-43%[12.7 µM]	-3%	2	COC(=O)c1ccccc1C(=O)c1ccc(OCCN2CCCCC2)cc1
x	x	25%[59 µM]	-14%	3	Cc1c(C(C)C)c(=O)n(-c2ccccc2)n1C
x	x	1%[12.7 µM]	-8%	-1	Nc1ccc(S(=O)(=O)NCc2ccccc2)cc1
x	x	-40%[2.33 µM]	5%	0	NC(=O)NC(=O)Cc1ccccc1
x	x	-40%[2.33 µM]	-6%	1	NC(=O)c1ccc([N+](=O)[O-])cc1Cl
x	x	-38%[12.7 µM]	7%	1	CN1CCN(C(=O)C2CCCCC2)CC1
x	x	-36%[2.33 µM]	-1%	-2	COC(=O)Nc1nc2ccc(S(=O)c3ccccc3)cc2[nH]1 (stereo not drawn)
x	x	2%[12.7 µM]	5%	-2	CCN1CC(CCN2CCOCC2)C(c2ccccc2)(c2ccccc2)C1=O (stereo not drawn)
x	x	u	1%	-4	CN1CCN(c2cc3c(cc2F)c(=O)c(C(=O)O)cn3-c2ccc(F)cc2)CC1
x	x	u	-3%	-6	CN1CCC(Nc2ncc3ncnc(Nc4ccc(F)c(Cl)c4)c3n2)CC1
x	x	-48%[2.33 µM]	-16%	-2&-1	CCCCN(CCCC)CC(O)c1cc(Cl)cc2c1-c1ccc(Cl)cc1/C2=C/c1ccc(Cl)cc1 (stereo not drawn)
x	x	-34%[12.7 µM]	1%	-4	c1ccc(CNCCNCc2ccccc2)cc1
x	x	-34%[2.33 µM]	-2%	1	Cc1ccc(C(=O)C(C)CN2CCCCC2)cc1 (stereo not drawn)
x	x	1%[12.7 µM]	-7%	-4	CCCCCCCCCCOCC(O)CN (stereo not drawn)
x	x	27%[59 µM]	-11%	-4	O=C(Nc1ccc([N+](=O)[O-])cc1)Nc1ccc([N+](=O)[O-])cc1
x	x	-4%[5.15 µM]	6%[20 µM]	3	COc1cc2[nH]c(=O)[nH]c(=O)c2cc1OC
